A549 tox = Nrf2 qHTS screen for inhibitors: counterscreen for cytotoxicity | A549 ARE-Fluc cells, CellTiter-Fluor viability, 18-24 h | Potency, µM (highest dose often 46 µM), for inactives: top-dose activity change, negative = cytotoxicity, actives largely listed as inhibitors | 390,000 tested, 0.16% active; note: potency is the fitted concentration of half-maximal effect; % is set by controls: 0 for no effect and ±100 for the full control effect
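Cytotoxicity counterscreen: CellTiter-Fluor fluorescence was measured in A549 ARE_Fluc cells after 18-24 h of compound exposure in a concentration series. The subsequent BugLite luminescent read reports ARE-luciferase activity.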
Mm-Cpn inhibitor = Inhibitors of TCP-1 ring complex (TRiC) of Methanococcus maripaludis (MmCpn): qHTS; Chaperonin Mm-Cpn (Methanococcus maripaludis); purified Mm-Cpn ATPase, ADP Transcreener TR-FRET; Potency, µM (series often up to 76.9 µM), for the others: top-dose activity, negative = inhibition, hits mostly inhibitors; 330,000 tested, 0.031% active; AID 504842, 2011; note: potency is the fitted concentration of half-maximal effect; % is set by controls: 0 for no effect and ±100 for the full control effect; nearly all actives have a fitted effect of over 80% in size
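Inhibition of chaperonin ATP hydrolysis is measured as reduced ADP production, detected by competitive TR-FRET in which signal falls with ADP. Final enzyme 25 nM and ATP 10 uM, reacted 30 min at 37°C.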
Nrf2 inh = Nrf2 qHTS screen for inhibitors | 360,000 tested, 2.1% active | Potency, µM (titrated, usually from 46 µM), without a hit: at the highest dose activity change, negative = inhibition, hits mostly inhibitors | A549 ARE-Fluc reporter, luciferase luminescence, 18-24 h | AID 504444, 2011; note: potency is the fitted concentration of half-maximal effect; % is set by controls: 0 for no effect and ±100 for the full control effect; nearly all actives have a fitted effect of over 60% in size
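Two sequential reads on A549 ARE_Fluc cells exposed to compound for 18-24 h: a CellTiter-Fluor fluorescence read for viability, then a luciferase luminescence read for Nrf2/ARE activity.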
Abeta rescue = qHTS for compounds that reverse cellular toxicity of Amyloid beta (A-beta) peptide in yeast: Primary Screen; yeast expressing A-beta42, growth rescue, OD600, 48 h; response scale: 0% DMSO, 100% iron-clioquinol control; Potency, µM (top dose mostly 46.1 µM), inactives show at the highest dose growth rescue, most hits filed as activators; 410,000 tested, 0.063% active; note: potency is the fitted concentration of half-maximal effect; nearly all actives have a fitted effect of over 55% in size
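Yeast A-beta toxicity model in growth medium with pinned compounds, 48 h at 30 C; growth read as absorbance at 600 nm. Normalized to FeCl3/clioquinol equimolar mix (positive) and DMSO (negative).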
Nrf2 ARE act = qHTS of Nrf2 Activators | Potency, µM (series often up to 46.1 µM), without a hit: at the top dose activation, most hits filed as activators | 410,000 tested, 0.31% active | AREc32 ARE-luciferase reporter (MCF7-derived line), luminescence, 24 h; note: potency is the fitted concentration of half-maximal effect; % of control where 0% means no effect; nearly all actives have a fitted effect of over 65% in size
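Cells of the AREc32 ARE-luciferase line are plated in OPTI-MEM containing 5% FBS and left overnight at 37 deg C. Compounds are pinned in, incubation continues 24 hr, and firefly luciferase signal is then measured.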
HepG2 tox = qHTS for Inhibitors of TGF-b: Cytotox Counterscreen; HepG2 CAGA-GFP viability, ATP luminescence, 18 h; Potency, µM (series often up to 46.1 µM), inactives show top-dose activity change, negative = cytotoxicity, most hits filed as cytotoxic; 410,000 tested, 0.76% active; AID 588856, 2011; note: potency is the fitted concentration of half-maximal effect; some results filed as inactive show a strong effect at the top dose
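CellTiter-Glo luminescence gave cytotoxicity after 18 hours at 37 degrees C. The cells were HepG2 CAGA-GFP in 1% FBS DMEM, stimulated with 500 pg/mL TGF-beta after compound addition. %Activity was normalised to no-cell wells (complete cell-killing) and DMSO (no toxicity), and curves were fitted and classified.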
TGFb SMAD3 inh = qHTS for Inhibitors of TGF-b; 410,000 tested, 1.2% active; AID 588855, 2011; Potency, µM (top dose mostly 46.1 µM), for the others: at the top dose activity, negative = inhibition, usual class: inhibitors; HepG2 CAGA-GFP TGF-b/SMAD3 reporter, GFP fluorescence, 18 h; TGF-beta stimulated, 500 pg/mL final; note: potency is the fitted concentration of half-maximal effect; % is set by controls: 0 for no effect and ±100 for the full control effect; nearly all actives have a fitted effect of over 65% in size
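Per well, imaged GFP fluorescence of HEPG2 CAGA-GFP cells gives the signal; cells get compound, then TGF-beta (500 pg/mL final), 18 h at 37 degrees C; %Activity versus -TGF-beta and +DMSO controls.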
CCT chaperon mod = High-Throughput Screening for Modulators of Cytosolic Chaperonin Activity; purified chaperonin ATPase assay, HTRF ADP detection, 30 min; activity change, % (test concentration not listed), hits read low; 360,000 tested, 0.3% active; AID 651819, 2012; in the data active = activity change below about -30%; note: % is set by controls: 0 for no effect and ±100 for the full control effect
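TRiC at 40 or 20 nM final (batch-dependent) in 30 mM Tris pH 7.4, 100 mM KCl, 5 mM MgCl2, 1 mM DTT, with compound at single 76 uM and 10 uM ATP, 30 min at 37 deg C. ADP detected by HTRF Transcreener, 665/615 ratio.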
Akt phos inh = HTS Assay for Inhibitors of Akt Phophorylation: Primary Screen | Neuro2A IGF-stimulated pAkt S473 HTRF, 20 min; stronger effect = lower value | activity change, % for hits at 50 µM | 360,000 tested, 0.32% active; in the data active = activity change below about -80%; inconclusive = mostly about -51% to -80%; note: % is set by controls: 0 for no effect and ±100 for the full control effect
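Neuro2A cells (4,500/well, DMEM with 0.5% FBS) were treated with compound at a single 50 µM final concentration, stimulated with 6 nM IGF for 20 min at 37 °C, and lysed. Phospho-Akt Ser473 was read by HTRF as 665/615 ratio ×10^4.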
The depositor's hits bear a star; i = inactive; ? = inconclusive; . = not tested or not shown. Unless noted, calls come from the whole dose curve; as a rule, active = well fitted curve in the direction sought with a large enough effect; inconclusive = small, poorly fitted or top-dose-only effect, or another doubt; inactive = no such curve, though single readings can be large; an effect the other way counts as inactive or inconclusive.

Values run as follows: A549 tox, Nrf2 inh, Akt phos inh, TGFb SMAD3 inh, Abeta rescue, Nrf2 ARE act, CCT chaperon mod, Mm-Cpn inhibitor, HepG2 tox
CC(C)c1ccc(C(=O)Nc2cccnc2)cc1
    -1%, ?, i, -9%, 1%, 1.4%, 1.7, 0%, -29%
O=C(Nc1ccc2c(c1)CCC2)C1CCN(c2c3c(nc4ncnn24)CCC3)CC1
    -17%, ., i, ?, 10%, 2.7%, -1.9, 0%, -55%
COc1cccc(-c2nc(CS(=O)(=O)CC(=O)N3CCN(C4CCCCC4)CC3)c(C)o2)c1
    3%, 3%, i, ?, -27%, 2.9%, -2.7, -1%, -47%
CC(C)(C)c1cc(C(=O)O)c(CN2CCCCC2)o1
    0%, -1%, i, 4%, -8%, -0.7%, 2.1, -1%, 1%
CCCn1c2ccccc2c2cnn(CC(=O)N3CCOCC3)c(=O)c21
    6%, -22%, ., 4%, -7%, 2.7%, 0.7, -19%, -8%
Cc1cccc(/C=N/NC(=O)c2cc3c(s2)-c2ccccc2CC3)c1
    -12%, -20%, i, ?, 5%, 3.4%, -0.9, 5%, 3%
Nc1nc(=O)n(C2CC(O)C(CO)O2)cc1Cl (stereo not drawn)
    ., ., i, -5%, -5%, -1.3%, 1.4, ., -2%
O=C(NCc1ccco1)C1CC(c2c(Cl)cccc2Cl)=NO1 (stereo not drawn)
    0%, 1%, i, ?, -3%, -0.7%, -2.1, -1%, 1%
COc1ccc(C(=O)NCC(c2ccc(N(C)C)cc2)N2CCc3ccccc32)cc1 (stereo not drawn)
    -16%, ., ., 4%, -13%, 29%, ., ., -31%
CCN(c1ccccc1)S(=O)(=O)c1ccc(Cl)c(NC(=O)CN2C(=O)NC3(CCCC3)C2=O)c1
    17%, -11%, i, ?, 3%, -0.3%, 1.1, 1%, -36%
COc1ccc(-c2ccc(CN3C(CC(C)C)C(=O)N(Cc4cn(CC5CCCCC5)nn4)CCS3(=O)=O)cc2)cc1OC (stereo not drawn)
    ., ., i, -6%, -7%, -1.3%, 0.0, ., -2%
CCSc1nnc(NC(=O)C2CCN(S(=O)(=O)c3ccccc3C(F)(F)F)CC2)s1
    -2%, 23µM*, i, -35%, 1%, -0.3%, -4.5, -1%, -39%
O=C1C(Cl)=C(NS(=O)(=O)c2ccc([N+](=O)[O-])cc2)C(=O)c2ccccc21
    ?, ?, i, ?, -8%, ?, -15, -4%, -191%
Cc1ccc(C(=O)NC(=S)Nc2ccc(Oc3ccc(Cl)cc3)cc2)cc1
    -2%, ?, i, -5%, -5%, -0.5%, -3.4, 1%, 9%
CC(=O)c1cccc(NC(=O)N2CCCC(C(=O)c3cc(F)ccc3F)C2)c1 (stereo not drawn)
    1%, 16%, i, -3%, 10%, -0.3%, 1.1, -2%, 1%
CSCCC(NC(=O)c1ccccc1)C(=O)NCCCn1nc(C)cc1C (stereo not drawn)
    -2%, -5%, i, 2%, 15%, 0.3%, -0.3, 2%, 6%
COc1cc(/C=C/C(=O)OCC(=O)NC(=O)NC23CC4CC(CC(C4)C2)C3)ccc1OCC#N
    -7%, ?, i, -12%, -14%, -1.0%, -1.5, 1%, -12%
COc1cc(CNCCSc2nnnn2C)ccc1OCc1c(F)cccc1Cl
    -6%, 4%, ., -4%, -2%, 0.9%, ., ., -17%
CCOC(=O)c1nn(-c2cccc(OC)c2)c2nc(CC)c(C#N)c(=O)n12
    -4%, -2%, i, 0%, -19%, 0.2%, 2.6, 0%, 4%
CC1CCCCN1C(=O)COC(=O)c1cc([N+](=O)[O-])ccc1N1CCOCC1 (stereo not drawn)
    -9%, 16%, i, 6%, 25%, 0.6%, -7.0, -1%, -3%
O=C(Nc1ccc2nc(-c3cccs3)[nH]c2c1)c1ccco1
    -5%, ?, i, 0%, -14%, 3.1%, 0.2, -1%, -21%
COc1ccc(OC)c(NC(=O)CN2C(=O)CC(c3ccco3)Sc3ccccc32)c1 (stereo not drawn)
    -7%, -11%, ., -2%, -9%, 4.7%, ., ., -29%
CCOc1cc(S(=O)(=O)NCC2OCCc3ccccc32)c(OCC)cc1-n1cnnn1 (stereo not drawn)
    -8%, -20%, i, 2%, 15%, -0.4%, -1.8, 0%, -2%
Cc1cc(N(CCO)Cc2ccccc2)n2nc(-c3ccc(C(C)(C)C)cc3)nc2n1
    -12%, ?, ., -28%, 6%, -0.3%, ., ., -2%
Cc1ccc(NC(=O)CSc2ccc(-c3ccccn3)nn2)c(C)c1
    -2%, -19%, i, -2%, -5%, -0.5%, 1.2, -2%, -18%
CC(NC(=O)c1cc(Br)cs1)C1CCCO1 (stereo not drawn)
    1%, 19%, i, 18%, 12%, 0.5%, 1.5, -7%, 8%
Cc1ccc(-c2nc(-c3ccncc3)no2)c(Cl)c1
    -3%, ?, i, 2%, -19%, 3.2%, 2.0, -4%, -23%
Cc1ccc(C(C)NC(=O)c2ccc3c(c2)OCO3)cc1C (stereo not drawn)
    -2%, 1%, i, 3%, 3%, -0.2%, -1.5, -9%, 3%
Cc1ccc(-n2c(C)cc(/C=C3\SC(=O)NC3=O)c2C)cc1
    -19%, ?, i, -20%, -4%, 4.0%, -1.3, -2%, -2%
O=C(O)C1CSC2(CCN(Cc3ccccc3)CC2)N1 (stereo not drawn)
    -3%, ., i, -17%, 12%, -0.2%, -4.8, 2%, 10%
O=C(NCc1ccccc1Cl)c1ccc(S(=O)(=O)N2CCCC2)cc1
    3%, -2%, i, 0%, -3%, -0.4%, -1.8, -5%, 0%
CC(=O)c1cc2c(cc1NC(=O)CN(C)S(=O)(=O)c1cccs1)OCO2
    2%, -5%, i, 0%, -3%, 0.1%, 0.7, 2%, -1%
COCCN1Cc2cccc(C(=O)N3CCN(c4cc(C)ccc4C)CC3)c2C1=O
    1%, 1%, i, -19%, -1%, 0.4%, -1.2, -1%, -23%
N#Cc1ccccc1NC(=O)CC1c2ccccc2Oc2ccccc21
    -2%, -2%, i, -6%, 7%, -0.2%, 0.0, -1%, -8%
COc1ccc(Cn2ccnc2CO)cc1[N+](=O)[O-]
    1%, -4%, i, -5%, 7%, -0.3%, 1.5, -10%, -2%
CCN(c1ccccc1)S(=O)(=O)c1ccc2[nH]c(=O)c(=O)[nH]c2c1
    2%, 1%, i, -31%, -18%, 0.0%, 0.1, 2%, 6%
O=C(Nc1cccc2ccccc12)C(=O)C1C(=O)Nc2ccccc21 (stereo not drawn)
    -5%, ?, i, 0%, -5%, 3.6%, -1.4, -2%, -5%
O=C(O)C(=Cc1ccccc1[N+](=O)[O-])c1ccc2c(c1)OCO2
    ., ., i, 15%, 5%, 7.8%, 1.8, ., 6%
Cc1ccc(CC2S/C(=C(/C#N)C(=O)N3CCOCC3)N(c3ccccc3)C2=O)cc1 (stereo not drawn)
    -6%, ?, i, -1%, -1%, 0.4%, 1.4, 0%, 12%
Cc1c(C2(O)CCCCC2)[nH]c2ccc(C#N)cc12
    7%, 2%, i, ?, -2%, 9.3%, 1.0, 0%, -16%
CCS(=O)(=O)c1ccc2c(c1)N(S(=O)(=O)c1ccccc1)CC(C(=O)O)O2 (stereo not drawn)
    -8%, -12%, i, 0%, 8%, 0.2%, 0.4, -21%, -16%
O=C(CN1CCN(S(=O)(=O)c2cccs2)CC1)N1CCCCC1
    0%, 5%, i, 8%, -7%, 0.0%, 0.9, -1%, -6%
CN(CC(=O)Nc1c(Cl)cccc1Cl)CC(=O)N(C)C1(C#N)CCCCC1
    1%, ?, i, 2%, 8%, 0.2%, -2.3, 4%, -12%
COc1ccc(OC)c(C2=NS(=O)(=O)N(C)C(C(=O)Nc3cccc(C(C)=O)c3)=C2)c1
    0%, -17%, i, 6%, 18%, 4.3%, -2.1, 2%, -5%
CC1C(=O)N2CCCc3cc(S(=O)(=O)Nc4ccccc4F)cc1c32 (stereo not drawn)
    -11%, -3%, i, -20%, 8%, -0.3%, -2.0, 0%, 7%
O=C(Nc1cccs1)Nc1c(F)c(F)cc(F)c1F
    0%, 1%, i, -13%, -9%, 0.4%, 1.6, 1%, 12%
CN(CCc1cn[nH]c1)Cc1nc(Cc2ccccc2F)no1
    -8%, 20%, i, 3%, 6%, -0.9%, -2.0, 1%, 1%
CCn1ncc(-c2cc(C(=O)O)no2)c1C
    1%, 8%, i, -5%, -1%, 2.9%, -3.2, 4%, -14%
Cc1cccc([N+](=O)[O-])c1C(=O)O
    -5%, 5%, i, 3%, -5%, -1.2%, -1.3, 0%, 6%
C[C@H]1CN([C@@H](C)CO)C(=O)CCCn2nncc2CO[C@@H]1CN(C)C(=O)c1ccc2ccn(C)c2c1
    ., ., i, -2%, 8%, 0.4%, 0.8, ., -13%

Entries of single compounds from above. Screens in order: A549 tox, Nrf2 inh, Akt phos inh, TGFb SMAD3 inh, Abeta rescue, Nrf2 ARE act, CCT chaperon mod, Mm-Cpn inhibitor, HepG2 tox
Record of `O=C(O)C(=Cc1ccccc1[N+](=O)[O-])c1ccc2c(c1)OCO2` → ., ., i, 15%, 5%, 7.8%, 1.8, ., 6%
Record of `COc1ccc(OC)c(NC(=O)CN2C(=O)CC(c3ccco3)Sc3ccccc32)c1` (stereo not drawn) → -7%, -11%, ., -2%, -9%, 4.7%, ., ., -29%
Record of `CCN(c1ccccc1)S(=O)(=O)c1ccc2[nH]c(=O)c(=O)[nH]c2c1` → 2%, 1%, i, -31%, -18%, 0.0%, 0.1, 2%, 6%

High-throughput results from PubChem BioAssay.
